Screens from PubChem.
STAT1 blocker: reduces IFN-gamma driven STAT1 reporter signal. NIH 3T3 STAT1-luciferase reporter, luminescence. inhibition, % at 5.5 µM. 200,000 compounds, 0.35% hits. AID 920;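 active = inhibition above a set limit, the mean inhibition across all tested compounds plus 3 SD, cut at about 34% in these data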;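 note: 0% = IFN-gamma with DMSO and 100% = IFN-gamma with 300 µM nifuroxazide; values of inactives mirror those of a sister screen read the other way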
STAT3 blocker: reduces IL-6 driven STAT3 reporter signal; U3A cells, IL-6 STAT3-luciferase reporter, luminescence; host cell line lacks STAT1; inhibition, % at 5.5 µM; 190,000 compounds, 0.89% hits;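 active = inhibition above the mean inhibition across all screened compounds plus 3 SD, cut at about 44% in these data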;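 note: 0% = DMSO only wells and 100% = 100 µM nifuroxazide control wells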
TLR4 MyD88 comp: blocks binding of human TLR4 to MyD88; 200,000 compounds, 0.18% hits; HeLa CL3-4 TLR4/MyD88 BLA complementation, FRET ratio; AID 861; O00206+Q99836; inhibition, % at 8.4 µM; in the data active = inhibition above about 25%;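 note: 0% = vehicle and 100% = reference inhibitor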
Target sequence (O00206 whole entry, looked up): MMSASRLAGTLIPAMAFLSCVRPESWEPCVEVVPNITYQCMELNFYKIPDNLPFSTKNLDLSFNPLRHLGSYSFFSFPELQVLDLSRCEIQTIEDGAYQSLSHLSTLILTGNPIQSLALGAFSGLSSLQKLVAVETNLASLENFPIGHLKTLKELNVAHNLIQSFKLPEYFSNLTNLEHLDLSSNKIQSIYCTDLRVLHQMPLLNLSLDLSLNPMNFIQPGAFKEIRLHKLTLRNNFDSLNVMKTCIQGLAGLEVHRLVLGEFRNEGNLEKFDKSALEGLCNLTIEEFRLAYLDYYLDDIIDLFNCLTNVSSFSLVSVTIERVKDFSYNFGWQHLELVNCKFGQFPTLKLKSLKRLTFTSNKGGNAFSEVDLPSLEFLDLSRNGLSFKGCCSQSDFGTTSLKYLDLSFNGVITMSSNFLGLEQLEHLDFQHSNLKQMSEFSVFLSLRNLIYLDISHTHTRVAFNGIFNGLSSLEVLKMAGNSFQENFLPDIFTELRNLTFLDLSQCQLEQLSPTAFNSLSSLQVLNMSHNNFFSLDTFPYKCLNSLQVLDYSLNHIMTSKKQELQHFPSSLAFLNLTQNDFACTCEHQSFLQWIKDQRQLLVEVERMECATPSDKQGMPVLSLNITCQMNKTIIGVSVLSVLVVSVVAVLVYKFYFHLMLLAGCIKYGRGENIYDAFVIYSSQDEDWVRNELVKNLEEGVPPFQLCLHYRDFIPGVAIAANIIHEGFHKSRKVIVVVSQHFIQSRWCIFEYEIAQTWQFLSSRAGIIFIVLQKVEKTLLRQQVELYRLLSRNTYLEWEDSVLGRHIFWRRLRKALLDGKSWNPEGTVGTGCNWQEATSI
Target sequence (Q99836 whole entry, looked up): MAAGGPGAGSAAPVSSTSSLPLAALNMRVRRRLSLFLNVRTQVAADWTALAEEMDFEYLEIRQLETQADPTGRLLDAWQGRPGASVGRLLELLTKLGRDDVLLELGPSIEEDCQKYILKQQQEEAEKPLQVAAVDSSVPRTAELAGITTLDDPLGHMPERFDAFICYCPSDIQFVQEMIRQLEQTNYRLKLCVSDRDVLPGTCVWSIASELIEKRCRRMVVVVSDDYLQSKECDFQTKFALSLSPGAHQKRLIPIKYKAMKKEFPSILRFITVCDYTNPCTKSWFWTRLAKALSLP
STAT1 act: activators of IFN-gamma induced STAT1 signaling | 200,000 compounds, 2.6% hits | AID 932 | activation (% of control), % at 5.5 µM | NIH 3T3 STAT1-luciferase reporter, luminescence; 100% = IFN-gamma alone, no compound;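 active = activation above the screen-wide mean activation plus 3 SD, cut at about 130% in these data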;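 note: raw ratio to IFN-gamma control signal so 100% means no change and 0% no light; values of inactives mirror those of a sister screen read the other way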
NF-kB expr up: raises NF-kB expression in human neuronal cells. NF-kB reporter expression; active compounds read high. fold change at 12.5 µM. 190,000 compounds, 1.6% hits; in the data active = fold change above about 3.3
Hsp70 act: Hsp70 transcriptional activation, primary screen; AID 1203; 200,000 compounds, 0.04% hits; activation, % at 10 µM; HeLa Hsp70 promoter luciferase reporter, luminescence; scaled: vehicle 0, proteasome-inhibitor control 100%;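 active = activation above the mean across all tested compounds plus 3 SD, cutoff set per campaign, cut at about 5.5% in these data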;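 note: 100% = MG132 at 30 µM as the positive control and 0% = DMSO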
APP 5'UTR act: APP 5'UTR luciferase reporter activation | SH-SY5Y APP 5'UTR luciferase reporter, luminescence; zero percent = DMSO vehicle wells | activation, % at 2 µM | 190,000 compounds, 1% hits;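 active = activation above a set limit, based on mean plus 3 SD of controls, cut at about 140% in these data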; note: values of inactives mirror those of a sister screen read the other way
STAT3 activator: STAT3 signaling activation. U3A cells, IL-6 STAT3-luciferase reporter, luminescence; 100% = signal with IL-6 EC80 alone. activation (% of control), % at 5.6 µM. 190,000 compounds, 0.91% hits. AID 871;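 active = activation above the screen-wide mean of compound activation plus 3 SD, cut at about 130% in these data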;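 note: 0% = background luminescence of wells with medium and substrate only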
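Material: STAT3-luciferase reporter U3A cells. Controls: IL-6-treated wells, 100% activation. Read-out: % activation versus median of IL-6-stimulated wells. Probe or stimulus: IL-6 stimulus at 33 ng/mL final. Timing: compound 1 h, then IL-6 6 h at 37 °C. Signal: reporter luminescence signal.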
Redox H2O2 prof: compounds producing H2O2 with reducing agent – biochemical, NIH compound library profiling, artefact control for MLSCN library redox annotation, primary screen | DTT-dependent redox cycling H2O2, phenol red/HRP absorbance; 100% = 100 µM peroxide control, 0% = buffer | activation, % at 10 µM | 200,000 compounds, 0.03% hits | AID 878;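 active = activation of at least 50% relative to the plate's high and low controls in the primary single-dose screen; inactive = activation below 50%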;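 note: compound incubated with DTT at 0.8 mM final as the reducing agent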
HMGR II inh: E. faecalis class II HMG-CoA reductase inhibition; purified E. faecalis HMGR, NADPH absorbance 340 nm kinetic; inhibition, % at 10 µM; 190,000 compounds, 0.41% hits;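 active = inhibition above a set limit, the median over all tested compounds plus 3 SD, cut at about 9.5% in these data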;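 note: enzyme runs in reverse so mevalonate oxidation gives rising NADPH absorbance; 0% = complete reaction with DMSO and 100% = background rate lacking mevalonate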
The depositor's hits bear a star; nt = not tested or not shown.

SMILES | STAT1 blocker | STAT3 blocker | TLR4 MyD88 comp | STAT1 act | NF-kB expr up | Hsp70 act | APP 5'UTR act | STAT3 activator | Redox H2O2 prof | HMGR II inh
COc1ccc(OC)c(C2=NOC(C(=O)NCCN3CCOCC3)C2)c1 (configuration not stated) | 5 | 9 | -10 | 96 | 1.1 | -0.2 | -5 | 96 | 0.5 | 3
N#Cc1cc2cc3c(cc2nc1N1CCOCC1)OCO3 | -11 | 0 | -2 | 110 | 0.88 | -0.3 | -2 | 102 | 0.1 | 0
CCOC(=O)c1cc2n(n1)C(C(F)(F)C(F)(F)F)CC(C)N2 (configuration not stated) | 0 | 10 | -11 | 100 | 0.97 | 0.2 | -3 | 95 | -4.2 | -9
CN(C)/C=C(/C(=O)c1ccccc1Cl)S(=O)(=O)c1ccccc1 | -7 | 8 | 1 | 108 | nt | -0.1 | 2 | 101 | 1.6 | nt
CN(C(=O)CSc1nnnn1-c1ccc(O)cc1)C1CCS(=O)(=O)C1 (configuration not stated) | 1 | 5 | 11 | 100 | 1.1 | -0.3 | -8 | 96 | -1.1 | 0
CCCCN1C[C@H](O)[C@@H](O)[C@H](O)[C@H]1CO | 3 | 1 | 1 | 97 | 1.1 | -0.3 | 5 | 101 | 0.6 | 1
c1ccc(CNc2ncnc3c2cnn3-c2ccccc2)cc1 | -30 | 7 | 8 | 127 | 2.1 | -0.1 | -18 | 99 | 1.9 | -4
COc1ccc(-c2ccc(S(=O)(=O)N3CCOCC3)cc2)cc1 | -3 | 5 | 8 | 100 | 1.1 | 0.0 | 3 | 98 | 1.0 | -3
COc1ccc(-c2[nH]ncc2CN(C)Cc2nonc2C)c(OC)c1 | 10 | 13 | -14 | 89 | 1.3 | -0.1 | -9 | 93 | -1.5 | -4
COc1ccc(OC)c(C2C(C#N)=C(N)Oc3c2c(C)nn3-c2ccc(C)cc2)c1 (configuration not stated) | 6 | -8 | -12 | 94 | 1 | 0.0 | -8 | 111 | -0.1 | 3
O=C(Nc1ccccc1)N1CCCc2ccccc21 | -1 | -3 | 4 | 101 | 1.2 | -0.1 | 32 | 105 | 0.7 | -4
COc1cccc(C(C(=O)NC(C)(C)C)N(CCC(C)C)C(=O)CCC(=O)Nc2cc(C)on2)c1OC (configuration not stated) | 4 | 8 | -8 | 96 | 1.2 | 0.0 | 3 | 97 | 0.0 | -4
Clc1ccccc1-c1nc(-c2ccccc2)n[nH]1 | -35 | -14 | -5 | 132* | 4* | 0.0 | 109 | 120 | 2.2 | -3
O=C(NCCc1ccccc1)C1CCN(S(=O)(=O)c2ccc(-n3cnnn3)cc2)CC1 | -6 | -5 | -14 | 105 | 1.3 | -0.2 | 1 | 109 | 0.9 | -8
O=C1c2cnc3nc(SCc4cccc(Cl)c4)nn3c2CC2c3ccccc3CCN12 (configuration not stated) | -5 | 2 | 6 | 105 | 0.52 | -0.2 | -7 | 104 | -0.3 | 1
O=C(Nc1nccs1)c1cccc(NC(=O)c2ccco2)c1 | -4 | 13 | -9 | 103 | 0.82 | -0.1 | 0 | 91 | 0.9 | 7
O=C(Nc1ccc(S(=O)(=O)NCc2ccccc2)cc1)c1ccc(Br)o1 | 6 | 38 | -8 | 93 | 0.9 | -0.3 | 2 | 72 | -1.1 | 4
O=C(Nc1cc([N+](=O)[O-])ccc1F)c1cccs1 | -5 | 6 | -8 | 105 | 1.4 | -0.5 | -1 | 93 | -0.1 | 2
CCOC(=O)C1=C(CC)Nc2ccccc2N=C1NC(=O)c1ccc(S(=O)(=O)N2CCCC2)cc1 | 27 | 5 | -6 | 74 | 1.3 | -0.2 | 2 | 98 | -1.8 | -6
CCCC1NC(=O)NC(C)=C1C(=O)OCC (configuration not stated) | 0 | -4 | 4 | 100 | 1.1 | 0.1 | 32 | 104 | -0.5 | -1
Cc1ccc(OCC(=O)N2c3ccccc3CC2C)c([N+](=O)[O-])n1 (configuration not stated) | -4 | -9 | 7 | 102 | 1.7 | 0.0 | 2 | 109 | -0.1 | -4
COC(=O)c1cc(NC(=O)c2ccc(F)cc2)cc(C(=O)OC)c1 | 3 | 25 | -2 | 95 | 1.1 | -0.3 | 4 | 81 | -0.3 | 0
CCOc1nc2ccccc2cc1/C=C/C(=O)O | 2 | -1 | 0 | 98 | 1.1 | -0.2 | 4 | 106 | 0.2 | -3
Cc1cc(/C=N/n2cnnc2)c(C)n1-c1ccccc1 | -2 | -3 | 4 | 102 | 1 | -0.2 | 1 | 104 | -1.6 | 3
Cc1ccsc1/C=N/NC(=O)c1sccc1C | -58 | 9 | 7 | 153* | 3.2 | 0.3 | 136* | 97 | -3.7 | 2
CN(C)C(=O)COC(=O)c1ccccc1NC(=O)c1ccco1 | 0 | 6 | -12 | 101 | 1.1 | -0.2 | 22 | 100 | -0.2 | -3
NC(=O)c1ccsc1NC(=O)CN1C(=O)C2CC=CCC2C1=O (configuration not stated) | -6 | 2 | 1 | 105 | 1.2 | -0.1 | 2 | 107 | 1.6 | -2
CCNc1ccc(S(=O)(=O)NCCN(C)C)cc1[N+](=O)[O-] | 0 | -5 | -9 | 100 | 1.2 | -0.2 | -18 | 104 | 1.6 | 0
COc1cc(/C=C2\C(=O)N(c3ccc(NC(C)=O)cc3)N=C2c2ccccc2)ccc1O | -2 | -9 | -1 | 98 | 0.9 | 0.1 | -10 | 111 | 0.1 | 4
O=S(NCc1ccccc1)C12CC3CC(CC(C3)C1)C2 (configuration not stated) | 3 | 0 | 5 | 102 | 0.87 | 0.2 | nt | 103 | 1.2 | -8
COc1ccc(C2NC(=O)C(C)S2)cc1 (configuration not stated) | 3 | 2 | -3 | 97 | 0.9 | -0.1 | -11 | 100 | -2.1 | -4
COc1ccc(C(=O)Cn2ccsc2=NC(C)=O)cc1 | -1 | 8 | -7 | 101 | 1.1 | -0.3 | 7 | 95 | -10 | -3
CC(C)CN(C(=O)COC(=O)c1ccc(-c2ccccc2)cc1)C1CCS(=O)(=O)C1 (configuration not stated) | 5 | -5 | 5 | 96 | 1.3 | -0.4 | 12 | 106 | 12 | -1
O=c1[nH]c2c(s1)C=Nc1ccccc1N2 | 1 | -4 | -1 | 100 | 1.1 | -0.3 | 16 | 109 | -1.3 | -4
CCOC(=O)C=C1CCN(c2ncc(C(F)(F)F)cc2Cl)CC1 | 0 | 26 | 7 | 102 | 1 | -0.2 | 7 | 83 | -1.2 | 2
O=C1CCc2cc(S(=O)(=O)N3CCC(C(=O)NC4CCCCCCC4)CC3)ccc2N1 | 0 | 9 | -12 | 100 | 1.1 | -0.3 | 15 | 100 | -4.0 | 3
O=C(O)c1cccc2cccnc12 | 7 | 10 | 2 | 94 | 1 | 0.0 | -6 | 94 | 0.5 | -1
CCCOc1ccccc1Cn1c(=O)oc2ccc(C)cc21 | 3 | -12 | -6 | 97 | 1 | -0.3 | 13 | 109 | 0.0 | 1
O=Cc1ccc(OC(=O)C2CC(=O)N(c3ccc(F)cc3)C2)cc1 (configuration not stated) | 1 | 7 | -6 | 99 | 0.97 | -0.1 | -5 | 97 | 0.1 | -1
CCN(CC)c1ccc(C(=O)N/N=C(\C)c2ccc(O)cc2)cc1 | -9 | -6 | -20 | 108 | 1.3 | -0.2 | 10 | 103 | 0.1 | 4
CC(=O)Cc1nsc(NC(=O)c2oc(-c3ccccc3Cl)cc2C)n1 | -2 | 24 | -1 | 102 | 1.4 | -0.1 | 4 | 86 | -0.6 | nt
COCCSc1ccccc1C(=O)NCCc1ccccc1 | 3 | -48 | 6 | 97 | 0.97 | -0.3 | -7 | 138* | -3.6 | -7
Cc1noc(C)c1COC(=O)c1cc(F)c(F)cc1Cl | 2 | 15 | 2 | 98 | 0.85 | -0.3 | 6 | 94 | 2.5 | -3
O=C(CSc1nc2ccccc2[nH]1)Nc1c(F)cccc1F | -1 | 8 | -2 | 101 | 1.2 | 0.0 | 6 | 97 | 2.2 | 5
Cc1cc(C(F)(F)F)n2nc(-c3cnn(C)c3C(F)(F)F)c(Cl)c2n1 | -3 | 11 | -15 | 102 | 1.3 | -0.3 | -3 | 101 | 1.7 | -5
CSc1ccc(C2c3[nH]c4ccccc4c3CCN2C(=O)c2ccnn2C)cc1 (configuration not stated) | -40 | -50 | -20 | 137* | 3 | -0.2 | 71 | 150* | -0.7 | -2
COc1cc(NC(=O)c2c(Cl)cnn2C)c(OC)cc1Cl | -9 | 27 | 7 | 106 | 1.3 | -0.3 | -5 | 79 | 0.0 | -3
O=C(c1ccc(-c2ccc(Cl)cc2Cl)o1)N1CCOCC1 | -42 | 4 | -8 | 138* | 3 | -0.1 | 80 | 101 | -0.2 | -3
Cc1ccc(/C=N/n2c(C)nnc2C)s1 | -3 | 4 | 6 | 103 | 1.4 | -0.3 | 6 | 100 | 0.5 | -4
COc1ccc(C2C=C(C34CC5CC(CC(C5)C3)C4)NC(=S)N2)cc1OC (configuration not stated) | -1 | -7 | 16 | 101 | 1 | 0.2 | 11 | 107 | 0.2 | -3

Structural class, the compounds so far containing a Cl atom
SMILES | STAT1 blocker | STAT3 blocker | TLR4 MyD88 comp | STAT1 act | NF-kB expr up | Hsp70 act | APP 5'UTR act | STAT3 activator | Redox H2O2 prof | HMGR II inh
CN(C)/C=C(/C(=O)c1ccccc1Cl)S(=O)(=O)c1ccccc1 | -7 | 8 | 1 | 108 | nt | -0.1 | 2 | 101 | 1.6 | nt
Clc1ccccc1-c1nc(-c2ccccc2)n[nH]1 | -35 | -14 | -5 | 132* | 4* | 0.0 | 109 | 120 | 2.2 | -3
O=C1c2cnc3nc(SCc4cccc(Cl)c4)nn3c2CC2c3ccccc3CCN12 (configuration not stated) | -5 | 2 | 6 | 105 | 0.52 | -0.2 | -7 | 104 | -0.3 | 1
CCOC(=O)C=C1CCN(c2ncc(C(F)(F)F)cc2Cl)CC1 | 0 | 26 | 7 | 102 | 1 | -0.2 | 7 | 83 | -1.2 | 2
CC(=O)Cc1nsc(NC(=O)c2oc(-c3ccccc3Cl)cc2C)n1 | -2 | 24 | -1 | 102 | 1.4 | -0.1 | 4 | 86 | -0.6 | nt
Cc1noc(C)c1COC(=O)c1cc(F)c(F)cc1Cl | 2 | 15 | 2 | 98 | 0.85 | -0.3 | 6 | 94 | 2.5 | -3
Cc1cc(C(F)(F)F)n2nc(-c3cnn(C)c3C(F)(F)F)c(Cl)c2n1 | -3 | 11 | -15 | 102 | 1.3 | -0.3 | -3 | 101 | 1.7 | -5
COc1cc(NC(=O)c2c(Cl)cnn2C)c(OC)cc1Cl | -9 | 27 | 7 | 106 | 1.3 | -0.3 | -5 | 79 | 0.0 | -3
O=C(c1ccc(-c2ccc(Cl)cc2Cl)o1)N1CCOCC1 | -42 | 4 | -8 | 138* | 3 | -0.1 | 80 | 101 | -0.2 | -3
